Bim-Bcl-W = inhibitors of Bim-Bcl-W interaction, human; Q92843; bead-based flow cytometry, Bim peptide-Bcl-W binding; inhibition, % at 10 µM; 190,000 compounds, 0.02% hits; AID 952;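 further: 0% = bound tracer without compound and 100% = peptide blocker; higher means less fluorescent Bim peptide bound to Bcl-W beads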
Target sequence (Q92843 whole entry, looked up): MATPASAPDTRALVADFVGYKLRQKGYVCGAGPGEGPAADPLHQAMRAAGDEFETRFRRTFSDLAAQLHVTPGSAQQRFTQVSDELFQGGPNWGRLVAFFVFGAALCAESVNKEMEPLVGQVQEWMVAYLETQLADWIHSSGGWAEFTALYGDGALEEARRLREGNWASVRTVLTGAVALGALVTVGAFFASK
Bim-Mcl-1 = human Bim-Mcl-1 interaction inhibition | inhibition, % at 10 µM | AID 1009 | Q07820 | Bead-based flow cytometry, Bim peptide-Mcl-1 binding | 190,000 compounds, 0.1% hits;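 further: 0% = no compound tracer wells and 100% = peptide blocker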
Target sequence (Q07820 whole entry, looked up): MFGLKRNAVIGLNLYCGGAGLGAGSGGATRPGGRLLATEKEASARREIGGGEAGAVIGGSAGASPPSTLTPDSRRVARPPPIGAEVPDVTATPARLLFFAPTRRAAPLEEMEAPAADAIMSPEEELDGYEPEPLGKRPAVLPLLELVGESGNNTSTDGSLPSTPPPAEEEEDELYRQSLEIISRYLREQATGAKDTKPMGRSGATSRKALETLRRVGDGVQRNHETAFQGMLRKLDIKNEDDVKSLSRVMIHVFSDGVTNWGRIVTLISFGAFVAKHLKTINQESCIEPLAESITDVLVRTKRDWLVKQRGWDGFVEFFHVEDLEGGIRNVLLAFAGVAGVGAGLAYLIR
RGS4-Gao reg = modulates binding of RGS4 to human Galphao; 220,000 compounds, 0.33% hits; P09471; Multiplexed bead flow cytometry; actives lie on both sides; binding response (% of control), % at 10 µM; in the data active means binding response below about 49% or above about 150%; inactive means in between;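 further: fluorescent Galphao activated with aluminum fluoride binding bead-coupled RGS4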
Bcl-XL Bim block = human Bim-Bcl-XL interaction inhibition; Q07817; Bim peptide-Bcl-XL binding, bead flow cytometry, fluorescence; inhibition, % at 10 µM; 190,000 compounds, 0.04% hits; AID 1007
Target sequence (Q07817 whole entry, looked up): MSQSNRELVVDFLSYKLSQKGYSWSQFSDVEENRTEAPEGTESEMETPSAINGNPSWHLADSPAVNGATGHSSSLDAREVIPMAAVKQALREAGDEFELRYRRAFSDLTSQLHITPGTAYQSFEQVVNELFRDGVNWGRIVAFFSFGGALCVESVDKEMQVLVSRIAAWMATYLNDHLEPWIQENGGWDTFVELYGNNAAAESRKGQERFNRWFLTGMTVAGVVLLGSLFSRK
Bcl-2 Bim block = disrupts Bim peptide binding to human Bcl-2 | inhibition, % at 10 µM | Bead-based flow cytometry, Bim peptide-Bcl-2 binding | AID 950 | 190,000 compounds, 0.06% hits; in the data active means inhibition above about 40%; inconclusive means no clear call, values can overlap the other calls;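 further: 0% = no compound wells with probe peptide and 100% = reference peptide inhibitor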
Mcl1-Bid inh = disrupts binding of human Mcl-1 to Bid peptide; Q07820; TR-FRET Mcl-1/Bid-Dy647 peptide binding, 1536-well; inhibition, % at 21.7 µM; 220,000 compounds, 0.97% hits;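 active means compounds that cut the binding signal by more than half at the single screening dose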;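 further: His-tagged Mcl-1 with europium anti-His antibody binding Bid BH3 peptide; 0% = Mcl-1 plus peptide wells and 100% = peptide-only wells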
RGS8-Gao = human RGS8-Galphao interaction regulation | multiplexed bead flow cytometry, RGS8-Galphao binding; actives lie on both sides | P09471 | response (percent of control binding), % at 10 µM | 220,000 compounds, 0.34% hits; in the data active means response below about 60% or above about 140%; inactive means in between;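 further: Galphao activated as the GDP aluminium fluoride complex binding bead-coupled RGS8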
RGS7-Gao reg = modulates binding of RGS7 to human Galphao; P09471; Multiplexed bead flow cytometry; actives lie on both sides; binding response (% of control), % at 10 µM; 220,000 compounds, 0.35% hits; in the data active means binding response below about 49% or above about 150%; inconclusive means no clear call, values can overlap the other calls; inactive means in between;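 further: fluorescent Galphao held in activated GDP-AlF4 state binding bead-coupled RGS7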
Bcl-B Bim block = human Bim-Bcl-B interaction inhibition; inhibition, % at 10 µM; 190,000 compounds, 0.073% hits; bead-based flow cytometry, Bim peptide-Bcl-B binding; AID 951; Q9HD36;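 further: 0% = tracer peptide without compound and 100% = reference inhibitor peptide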
Target sequence (Q9HD36 whole entry, looked up): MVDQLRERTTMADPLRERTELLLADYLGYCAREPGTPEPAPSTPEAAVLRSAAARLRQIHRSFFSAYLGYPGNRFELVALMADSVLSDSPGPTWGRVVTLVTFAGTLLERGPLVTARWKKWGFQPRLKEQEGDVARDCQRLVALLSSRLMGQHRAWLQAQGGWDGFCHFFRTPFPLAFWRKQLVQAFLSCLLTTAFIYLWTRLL
GSH bead fluor = GSH bead compound fluorescence profile; AID 1776; 190,000 compounds, 0.25% hits; GSH beads flow cytometry, compound fluorescence 488/530 nm; stronger effect = higher value; fluorescence (KMESF) at 10 µM; in the data active means fluorescence above about 89;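 further: glutathione beads carrying GST-tagged Bcl family fusion proteins plus one bare bead set; values are compound well signal with DMSO vehicle wells as background; inactives centre near 16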
Bim-Bfl-1 = human Bim-Bfl-1 interaction inhibition. Bead-based flow cytometry, Bim-Bfl-1 binding inhibition. inhibition, % at 10 µM. Q16548. 190,000 compounds, 0.12% hits;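 further: 0% = wells without compound plus tracer and 100% = blocker peptide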
* hit, by the source's call; ? = inconclusive; [ ] = remark or other dose. Unless noted, no stated cut-off is given here; in the data, active means inhibition above about 40%.

SMILES | Bim-Bcl-W | Bim-Mcl-1 | RGS4-Gao reg | Bcl-XL Bim block | Bcl-2 Bim block | Mcl1-Bid inh | RGS8-Gao | RGS7-Gao reg | Bcl-B Bim block | GSH bead fluor | Bim-Bfl-1
COc1cc2[nH]c(=S)n(Cc3ccc(C)o3)c(=O)c2cc1OC | 0 | -2 | 98 | -5 | -2 | 10 | 97 | 103 | -17 | 35 | 1
COc1ccc(OC)c(NS(=O)(=O)c2ccc(NC(=O)C3COc4ccccc4O3)cc2)c1 (configuration not stated) | 0 | 0 | 99 | 2 | -3 | -12 | 100 | 99 | 1 | 21 | 0
CC(=O)NC1(c2ccc(F)cc2)CCN(C(=O)c2c(F)cccc2F)CC1 | 1 | -1 | 102 | -1 | -5 | -30 | 101 | 105 | -1 | 12 | -7
Cc1cccn2cc(CNC(=O)C3CCCCC3)nc12 | -1 | -3 | 103 | -5 | -9 | -14 | 101 | 102 | -8 | 23 | -22
O=C(COC(=O)CNC(=O)c1ccco1)Nc1ccc(F)cc1 | 0 | 0 | 96 | -4 | 1 | -6 | 100 | 97 | -2 | 12 | -9
Cc1cc(NC(=O)c2cccc(S(=O)(=O)N3CCOCC3)c2)c2ccccc2n1 | 1 | 2 | 105 | -8 | -13 | -10 | 107 | 106 | -12 | 40 | -10
Cc1cccc(NS(=O)(=O)c2ccc3c(c2)OCCO3)c1 | 1 | -1 | 98 | -3 | 2 | 15 | 98 | 97 | -1 | 19 | -1
CCCCc1ccc(NC(=O)c2cnccn2)cc1 | -2 | -2 | 102 | -4 | 0 | -16 | 104 | 101 | -6 | 13 | -6
O=C(NC1(C(F)(F)F)C(=O)Nc2c1c(=O)[nH]c(=O)n2Cc1ccco1)C1CC1 (configuration not stated) | 1 | -4 | 99 | -8 | -7 | 19 | 102 | 102 | -6 | 22 | -21
CC1=NN(c2ccccc2)C(=O)C1N=Nc1ccccc1 (configuration not stated) | -2 | -3 | 107 | -3 | -2 | -3 | 115 | 107 | -1 | 12 | -1
O=C(CCCc1c[nH]c2ccccc12)N1CCN(S(=O)(=O)c2cccs2)CC1 | 3 | 1 | 103 | 3 | -9 | -99 | 103 | 106 | 6 | 43 | -12
NC(=NCCc1ccccc1)NS(=O)(=O)c1cccs1 | -1 | -1 | 96 | -2 | -3 | -24 | 92 | 94 | -1 | 12 | -2
COC(=O)c1ccccc1NC(=O)CN(C)Cc1ccccc1 | -1 | 0 | 93 | -1 | 0 | -25 | 95 | 89 | -2 | 16 | -7
CCOC(=O)C1(CCCCCCOc2ccc(Cl)cc2)CO1 (configuration not stated) | -1 | 1 | 90 | -1 | -1 | 41 | 92 | 90 | 0 | 65 | -1
CC1=CC(C)(C)N(S(=O)(=O)c2ccc(F)cc2)c2ccccc21 | 0 | 1 | 113 | -2 | -4 | 13 | 108 | 112 | -5 | 15 | -9
CCOC(=O)N1CCN(C(=S)NC(=O)c2ccnn2C)CC1 | -6 | -7 | 102 | -14 | -23 | -29 | 100 | 102 | -24 | 18 | -7
CCN1CCN(c2nc(Nc3cccc(C)c3)nc(N)c2[N+](=O)[O-])CC1 | -2 | -2 | 107 | -5 | -2 | -30 | 104 | 102 | -1 | 11 | -5
CC/C(O)=C(/C#N)c1nnc2n1CCCCC2 | -4 | -3 | 99 | -6 | -6 | 3 | 101 | 101 | -9 | 24 | -29
C(=C\c1nnc2c3ccccc3ncn12)/c1ccccc1 | 0 | -2 | 103 | -4 | -7 | -8 | 103 | 104 | -4 | 10 | -14
COCCn1nnnc1C(C(C)C)N1CCC(Cc2ccccc2)CC1 (configuration not stated) | 0 | 3 | 155*[activator] | -1 | -2 | 6 | 87 | 102 | -1 | 24 | -1
Cc1cc(C)cc(Oc2ccc(-c3nnc(-c4ccccc4)o3)cc2[N+](=O)[O-])c1 | -6 | -7 | 102 | -10 | -7 | 5 | 102 | 99 | -13 | 19 | -18
Cc1cc(Br)cc2c1NC(=O)C2(c1c(C)n(C)n(-c2ccccc2)c1=O)c1c(C)n(C)n(-c2ccccc2)c1=O | -1 | -2 | 97 | -6 | -7 | -8 | 103 | 97 | -9 | 17 | 0
CC1=C(C(=O)c2ccccc2)C(c2cccc([N+](=O)[O-])c2)NC(=S)N1 (configuration not stated) | 0 | 1 | 97 | -4 | -1 | -46 | 98 | ? | -11 | 14 | -3
COc1ccc(CCNC(=O)C2CCCN2S(=O)(=O)c2ccc(F)cc2)cc1OC (configuration not stated) | -2 | 0 | 111 | -1 | -1 | -13 | 107 | 115 | -5 | 10 | -7
O=C(COC(=O)CCC(=O)c1cccs1)Nc1cccc(S(=O)(=O)N2CCOCC2)c1 | -1 | -4 | 99 | -10 | -7 | -34 | 101 | 98 | -6 | 15 | -1
CCC(=O)NC(=S)Nc1cccc(-c2nc3ncccc3o2)c1 | -4 | -4 | 102 | -7 | -2 | -54 | 107 | 101 | -4 | 8 | 0
CCC(=O)Nc1ccccc1N1CCN(S(C)(=O)=O)CC1 | 0 | -2 | 96 | 0 | -12 | -7 | 98 | 97 | -6 | 12 | -9
CCOC(=O)C1CCN(C(=O)C2(NC(=O)NC3CCCCC3)CCCCC2)CC1 | -1 | 0 | 101 | -1 | -3 | -14 | 102 | 101 | -2 | 14 | -4
COc1cc(NS(=O)(=O)c2ccc(NC(=S)NC(=O)/C=C/c3ccco3)cc2)ncn1 | -3 | 0 | 99 | -2 | -1 | -54 | 101 | 98 | -6 | 20 | -2
Cc1ccc(C2=NN(CCC(=O)NCCC(C)C)C(=O)CC2)cc1 | 5 | -1 | 83 | 2 | 4 | -7 | 92 | 101 | 0 | 21 | 1

The list goes on; the last 3 above are carried over.
SMILES | Bim-Bcl-W | Bim-Mcl-1 | RGS4-Gao reg | Bcl-XL Bim block | Bcl-2 Bim block | Mcl1-Bid inh | RGS8-Gao | RGS7-Gao reg | Bcl-B Bim block | GSH bead fluor | Bim-Bfl-1
CCOC(=O)C1CCN(C(=O)C2(NC(=O)NC3CCCCC3)CCCCC2)CC1 | -1 | 0 | 101 | -1 | -3 | -14 | 102 | 101 | -2 | 14 | -4
COc1cc(NS(=O)(=O)c2ccc(NC(=S)NC(=O)/C=C/c3ccco3)cc2)ncn1 | -3 | 0 | 99 | -2 | -1 | -54 | 101 | 98 | -6 | 20 | -2
Cc1ccc(C2=NN(CCC(=O)NCCC(C)C)C(=O)CC2)cc1 | 5 | -1 | 83 | 2 | 4 | -7 | 92 | 101 | 0 | 21 | 1
c1ccc2c(c1)NCCS2 | -1 | -1 | 90 | -1 | 0 | -31 | 87 | 87 | 0 | 27 | 1
CNC(=S)Nc1cc(C)ccc1OC(F)F | -4 | -4 | 101 | -6 | -4 | 98* | 109 | 108 | -11 | 20 | -9
O=C(CC1C(=O)NCCN1Cc1c(F)cccc1Cl)NC1CCCC1 (configuration not stated) | -2 | -3 | 102 | 0 | 1 | -26 | 102 | 101 | -2 | 9 | -5
COc1cc(CNC23CC4CC(CC(C4)C2)C3)ccc1OCc1ccccc1 | 4 | 0 | 100 | 1 | -1 | -33 | 100 | 99 | 0 | 13 | -3
COc1ccc(CNC(=O)/C=C/c2ccco2)cc1OC | -3 | -1 | 99 | -1 | 0 | -12 | 97 | 99 | -11 | 15 | -1
CC1CN(C(=O)C(C)Sc2nc3ccccc3s2)CC(C)O1 (configuration not stated) | 2 | 1 | 106 | 3 | -3 | -36 | 101 | 103 | 0 | 7 | 1
CN(C)CCNc1cnn(-c2ccccc2)c(=O)c1Cl | -2 | -1 | 98 | -3 | -2 | -27 | 99 | 100 | -1 | 23 | -6
C=C(C)c1cccc(C(C)(C)NC(=O)N2CCN(C/C=C/c3ccccc3)CC2)c1 | -1 | 1 | 99 | -3 | 0 | -22 | 98 | 96 | 3 | 27 | -2
CCOC(=O)C(CC)Sc1ccc2nnc(CCNS(=O)(=O)c3ccccc3)n2n1 (configuration not stated) | -5 | 0 | 99 | 0 | -2 | 0 | 102 | 105 | -4 | 15 | -6
O=C1Cc2ccccc2C(=O)N1CCc1ccccc1 | 1 | 10 | 99 | -5 | -10 | -22 | 100 | 101 | -6 | 23 | -11
OC(COCC1COc2ccccc2O1)CN1CCc2ccccc2C1 (configuration not stated) | 20 | 3 | 100 | 9 | -16 | 12 | 97 | 106 | 1 | 16 | -10
Cc1ccc(OCCN2C(=O)NC3(CCc4ccccc4C3)C2=O)cc1 (configuration not stated) | 0 | -1 | 100 | 1 | 1 | 4 | 101 | 103 | -3 | 7 | 0
Cn1c(-n2c(CCCN3C(=O)c4ccccc4C3=O)nc3ccccc3c2=O)nc2ccccc21 | 0 | -9 | 180*[activator] | 6 | -5 | -84 | 118 | 116 | 0 | 255* | 0
O=C(c1ccc(CNc2c(NC3CCCCC3)c(=O)c2=O)cc1)N1CCc2ccccc21 | -2 | 0 | 96 | -2 | 9 | -11 | 107 | 97 | 8 | 16 | 3
CC(=O)N1CCc2cc(S(=O)(=O)NCCN3CCC(C)CC3)ccc21 | 5 | 21 | 95 | 3 | -5 | 4 | 99 | 99 | -5 | 35 | -10
CC1CCC2(CC1)NC(=O)N(Cc1nc(-c3ccccc3)no1)C2=O (configuration not stated) | 1 | 1 | 105 | 2 | 0 | -25 | 104 | 105 | 1 | 6 | -2
CCOC(=O)c1ccccc1NC(=O)c1ccccc1NS(C)(=O)=O | -1 | -2 | 100 | -1 | -5 | 13 | 101 | 98 | -1 | 12 | 1
COC(=O)C1=C(C)N(c2ccc(OC)c(OC)c2)C(=O)/C1=C\c1cccs1 | -1 | 2 | 99 | 1 | 2 | -26 | 99 | ? | -1 | 13 | -4
O=C(CC1S/C(=N/N=C/c2cccs2)NC1=O)Nc1ccc(Cl)cc1 (configuration not stated) | 0 | -1 | 110 | 0 | -4 | -3 | 122 | 119 | 5 | 20 | 1
Cc1ccc(-c2cc(C(=O)N3CCCC3)no2)cc1 | -2 | -3 | 94 | -1 | -1 | -8 | 92 | 95 | -2 | 23 | -3
CCCCn1nc2cc(C(=O)NCCc3ccc(C)cc3)ccc2c1OCC | 0 | 0 | 96 | -1 | 0 | -10 | 100 | 101 | -1 | 18 | 0
Cc1nc(SCC(=O)Nc2c(C)n(C)n(-c3ccccc3)c2=O)nc(C)c1C | 2 | 0 | 104 | -2 | 0 | -9 | 102 | 101 | -5 | 9 | -6
Cc1ccc2c(CN3CCN(S(=O)(=O)c4ccc5c(c4)OCCO5)CC3)cc(=O)oc2c1C | 3 | 1 | 99 | -4 | -5 | -24 | 99 | 100 | -5 | 27 | -13
CCOC(=O)CC(=O)Nc1nc2ccccc2s1 | 2 | 0 | 97 | -1 | -4 | -22 | 99 | 95 | -4 | 6 | -11
COc1ccc(S(=O)(=O)N(C)C)cc1NC(=O)CSc1nncs1 | 1 | 1 | 105 | 0 | 4 | -31 | 99 | 107 | -6 | 17 | 0
Cc1c(C(=O)NCc2cccnc2)oc2ccc(S(=O)(=O)N3CCCCCC3)cc12 | -2 | 0 | 101 | -4 | -8 | -4 | 101 | 101 | -7 | 28 | -8
O=C(NC1CC1)c1cc2c(s1)CS(=O)(=O)C2 | -1 | -2 | 92 | 0 | -2 | -31 | 99 | 100 | -7 | 18 | -6
Cc1cc(C)cc(-n2c(C)c3c(C)nnc(C)c3c2C)c1 | -5 | -3 | 106 | -6 | -1 | -9 | 104 | 103 | -6 | 23 | 0
